KCNH2 3.1 block: KCNH2 3.1 (human) potassium channel inhibition. 0.95% of 340,000 active. U2OS KCNH2 3.1, thallium flux FluxOr; stronger effect = lower value. activity change, % (tested at about 1.8 µM);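 active = maximum activity change below -70%; inconclusive = maximum activity change from -70% to -50%; inactive = maximum activity change above -50%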;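 note: thallium influx rate constant from kinetic fluorescence after stimulation buffer; % is set by controls: 0 for no effect and ±100 for the full control effect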
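Measured as rate of thallium-driven FluxOr signal in transduced U2OS cells carrying the 3.1 channel, read kinetically for 2 min upon stimulation; values are rate constants scaled to DMSO control wells.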
Rab9 prom act: activates the Rab9 promoter; Potency, µM (series often up to 9.22 µM), without a hit: top-dose activation, negative = inhibition, hits mostly activators; 2.8% of 320,000 active; Huh7 Rab9 promoter-luciferase reporter, luminescence, 24 h; note: potency is the fitted concentration of half-maximal effect; % of control where 0% means no effect; nearly all actives have a fitted effect of over 60% in size
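Promoter activation is measured as luciferase luminescence in Huh7 cells stably transfected with a Rab9 promoter–luciferase construct, following 24 h compound exposure at 37 °C and 10 min reagent incubation at ambient temperature.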
FBPA coupling cs: inhibits coupling enzyme system, counter-screen for aldolase hits; AID 2472; 0.67% of 290,000 active; coupling enzyme system counterscreen, AmpLite Red fluorescence; activity change, negative = inhibition, % at 58.2 µM, hits read low; in the data active = activity change below about -30%; note: % is set by controls: 0 for no effect and ±100 for the full control effect
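First, compound is pin-transferred into glyceraldehyde-3-phosphate coupling-enzyme reagent at 57.5 uM final and held 10 min at RT. Next, substrate, coupling system and AmpLite Red are added. After 20 min RT, fluorescence (525/598 nm) is read.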
NPC1 prom act: NPC1 promoter activation | Potency, µM (doses to about 9.22 µM), without a hit: top-dose activation, actives largely listed as activators | 2.4% of 320,000 active | Huh7 NPC1 promoter luciferase reporter, 24 h;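 note: potency is the fitted concentration of half-maximal effect; % of control where 0% means no effect; nearly all actives have a fitted effect of over 60% in size; reporter is driven by a mutant NPC1 promoter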
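Stably transfected Huh7 (NPC1 promoter→luciferase), 1500 cells/well in Opti-MEM + 10% FBS, 2 h settle, then compound 24 h at 37 °C. Luminescence after 10 min with Amplite reagent.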
Gal4-VP16 FLuc: counter-screen for ROR gamma inhibitors: Gal4-VP16 reporter. Drosophila S2 Gal4-VP16 UAS-luciferase, luminescence, 20 h. Potency, µM (series often up to 53.6 µM), for the others: at the top dose activity, negative = inhibition, most hits filed as inhibitors. 3.5% of 310,000 active;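 note: Gal4-VP16 expression switched on by copper sulfate through the metallothionein promoter; potency is the fitted concentration of half-maximal effect; % is set by controls: 0 for no effect and ±100 for the full control effect; nearly all actives have a fitted effect of over 50% in size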
Giardia killer: Giardia lamblia killing | activity change, % at 7.66 µM, hits read low | AID 540267 | Giardia lamblia trophozoite viability | 0.15% of 340,000 active; in the data active = activity change below about -80%; inconclusive = between about -30% and that limit;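 note: parasites exposed to compound for two days anaerobically before the ATP read; % is set by controls: 0 for no effect and ±100 for the full control effect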
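Giardia trophozoites, 100 cells per well, were exposed to compounds for 48 hrs at 37 deg C under anaerobic conditions; viability was then read as ATP content by bioluminescence after 15-30 min at room temperature.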
uPA surface inh: inhibitors of cell surface uPA generation; cell surface uPA generation assay, qHTS; Potency, µM (top dose mostly 38.3 µM), without a hit: at the highest dose activity change, negative = inhibition, actives largely listed as inhibitors; 0.31% of 330,000 active; AID 540303; active = well fitted inhibition curve with a large enough effect; inconclusive = small, poorly fitted or top-dose-only effect; inactive = no such curve, though single readings can be large or run the other way; tested in mouse RAW 264.7 cells; note: potency is the fitted concentration of half-maximal effect; % is set by controls: 0 for no effect and ±100 for the full control effect; nearly all actives have a fitted effect of over 55% in size
Tb PFK block: blocks T. brucei phosphofructokinase. Potency, µM (highest dose often 57.5 µM), for inactives: at the highest dose activity, negative = inhibition, usual class: inhibitors. 0.17% of 330,000 active. T. brucei PFK, ADP-Glo luminescence;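 note: potency is the fitted concentration of half-maximal effect; 0% = uninhibited 1x PFK enzyme wells and -100% = no-enzyme wells; nearly all actives have a fitted effect of over 60% in size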
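Luminescent ADP detection (ADP-Glo, two-step: ATP depletion then ADP-to-ATP conversion for luciferase) reported PFK activity after 45 min room-temperature reaction of 1.25 nM enzyme with 0.5 mM F6P and 0.1 mM ATP at pH 8.0.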
FLuc counter: inhibits or activates purified firefly luciferase, miR-21 counter-screen; 6.9% of 360,000 active; P08659; AID 588342; purified FLuc, Km substrates, luminescence inhibition; Potency, µM (titrated, usually from 57.5 µM), for inactives: at the highest dose activity change, negative = inhibition, actives largely listed as inhibitors;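 note: potency is the fitted concentration of half-maximal effect; plate controls were vehicle for no effect and reference inhibitor for full effect; nearly all actives have a fitted effect of over 55% in size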
Target sequence (P08659 whole entry, looked up): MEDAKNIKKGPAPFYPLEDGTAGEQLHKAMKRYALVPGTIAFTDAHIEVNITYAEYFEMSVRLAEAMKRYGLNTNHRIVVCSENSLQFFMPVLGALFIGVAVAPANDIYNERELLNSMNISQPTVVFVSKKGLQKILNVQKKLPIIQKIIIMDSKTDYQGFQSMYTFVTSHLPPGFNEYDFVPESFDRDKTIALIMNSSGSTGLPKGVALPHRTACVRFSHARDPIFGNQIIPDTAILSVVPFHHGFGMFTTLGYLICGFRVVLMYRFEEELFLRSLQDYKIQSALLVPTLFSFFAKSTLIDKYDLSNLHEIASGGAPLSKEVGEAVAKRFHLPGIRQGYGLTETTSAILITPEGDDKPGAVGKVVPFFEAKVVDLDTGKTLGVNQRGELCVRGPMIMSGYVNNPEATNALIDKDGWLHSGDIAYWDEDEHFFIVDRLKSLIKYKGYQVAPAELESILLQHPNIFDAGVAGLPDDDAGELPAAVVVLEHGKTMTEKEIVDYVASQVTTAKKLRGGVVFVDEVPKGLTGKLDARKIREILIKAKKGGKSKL
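Biochemical qHTS of compounds, final roughly 60 µM downward over six points, against 10 nM purified firefly luciferase using Km concentrations of substrates (10 uM D-luciferin, 10 uM ATP) in Tris acetate pH 7.5 buffer; luminescence output.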
RORgamma inh: blocks mouse ROR gamma transcriptional activity | Drosophila S2 Gal4-RORgamma UAS-luciferase reporter, 20 h | 5.4% of 310,000 active | P51450 | Potency, µM (series often up to 53.6 µM), without a hit: at the top dose activity change, negative = inhibition, actives largely listed as inhibitors; note: potency is the fitted concentration of half-maximal effect; % is set by controls: 0 for no effect and ±100 for the full control effect; nearly all actives have a fitted effect of over 60% in size
Target sequence (P51450 whole entry, looked up, the tested form may be a part): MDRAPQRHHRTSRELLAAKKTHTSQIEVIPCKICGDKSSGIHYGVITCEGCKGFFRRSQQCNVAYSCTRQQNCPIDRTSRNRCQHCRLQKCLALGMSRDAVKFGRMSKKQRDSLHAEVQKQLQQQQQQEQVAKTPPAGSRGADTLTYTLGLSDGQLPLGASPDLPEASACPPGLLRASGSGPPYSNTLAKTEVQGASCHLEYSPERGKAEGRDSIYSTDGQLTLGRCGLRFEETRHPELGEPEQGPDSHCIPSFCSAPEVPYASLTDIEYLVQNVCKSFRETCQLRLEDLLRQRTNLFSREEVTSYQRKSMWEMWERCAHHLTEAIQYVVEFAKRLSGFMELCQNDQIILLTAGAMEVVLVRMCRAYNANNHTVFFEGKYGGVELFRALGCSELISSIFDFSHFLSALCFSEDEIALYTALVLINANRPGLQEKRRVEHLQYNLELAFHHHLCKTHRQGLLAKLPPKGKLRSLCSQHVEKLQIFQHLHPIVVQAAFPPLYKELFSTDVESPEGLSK
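In this cell-based reporter format, copper sulfate (700 uM final) drives Gal4–ROR gamma fusion expression from a metallothionein promoter in Drosophila Schneider cells; compounds preincubated 1 hr, reporter read after 20 hr at ambient temperature.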
ELG1 genotoxic: induces genotoxicity in HEK293T cells with luciferase-tagged ELG1; Potency, µM (series often up to 46 µM), without a hit: top-dose activity change, positive = activation, actives largely listed as activators; HEK293T ELG1-luciferase reporter, luminescence, 16 h; 1.3% of 330,000 active; AID 504466; note: potency is the fitted concentration of half-maximal effect; % of control where 0% means no effect; nearly all actives have a fitted effect of over 60% in size
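Reporter readout depends on ELG1 protein level, which increases with genetic stress. After 16 hr compound exposure at 37 °C, luciferase activity was quantified using ONE-Glo.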
Numbers without * were called inactive; ? = inconclusive; / = no result given; & = joins results of further samples; [ ] = remark or other dose. Unless noted, calls come from the whole dose curve; as a rule, active = well fitted curve in the direction sought with a large enough effect; inconclusive = small, poorly fitted or top-dose-only effect, or another doubt; inactive = no such curve, though single readings can be large; an effect the other way counts as inactive or inconclusive. An unsorted share of the library; any-hit rate near 14%.

SMILES	KCNH2 3.1 block	Rab9 prom act	FBPA coupling cs	NPC1 prom act	Gal4-VP16 FLuc	Giardia killer	uPA surface inh	Tb PFK block	FLuc counter	RORgamma inh	ELG1 genotoxic
C#CCN(CC=C)C(=O)C1CCC(=O)N(CCCc2ccccc2)C1 (stereo unspecified)	0	-1%	-3	10%	-12%	19	-11%	1%	-5%	-20%[1.91 µM]	1%
COc1ccc2ccccc2c1/C=N/NC(=O)c1cccc([N+](=O)[O-])c1	4	-6%	3	2%	-14%	-1	-11%	3%	-1%	?	0%
C#CCN1C(=O)C2C(C(=O)NC)C3C=CC2(O3)C1C(=O)NCc1ccc(OC)cc1 (stereo unspecified)	-46	13%	1	2%	1%	0	-1%	1%	-1%	-12%	-2%
Cc1ccc(NC(=O)CSc2nnc(CNC(=O)C34CC5CC(CC(C5)C3)C4)n2-c2ccc(F)cc2)cc1	2	1%	2	-5%	-9%	10	-1%	-1%	3%	?	-9%
O=C(CCN1CCOCC1)NNC(=O)c1ccc(Cl)c([N+](=O)[O-])c1	-3	/	/	/	/	6	1%	-7%	/	/	0%
Cc1ccc(Cc2nnc(SCC(=O)Nc3ccccc3)n(N)c2=O)cc1	10	0%	/	2%	/	6	11%	-2%	6%	/	5%
CCOCCCNC(=O)C1CCC(CNS(=O)(=O)c2ccc(Cl)cc2)CC1 (stereo unspecified)	14	7%	2	-2%	5%	-9	-3%	-10%	1%	22%	2%
CC(=O)NNc1ncnc2c1cnn2-c1ccc(C)cc1	1	5%	2	-3%	-17%	-2	2%	-6%	?	-31%	?
Clc1cc(Br)ccc1OCCOCCN1CCOCC1	3	-1%	3	3%	16%	-8	-1%	2%	-11%	36%	2%
CCOC(=O)Nc1nnc(-c2ccc(OC)c(OC)c2)s1	-7	6%	0	-3%	-3%	-9	1%	1%	1%	2%	4%
Cc1n[nH]c(=O)c2c(NC(=O)CSc3nncs3)oc(C)c12	9	-3%	/	3%	/	-9	2%	1%	-1%	/	-10%
CCOc1ccccc1NC(=O)CC1Nc2cc(C)c(C)cc2NC1=O (stereo unspecified)	-9	7%	1	1%	10%	-11	-8%	4%	-15%	-1%	0%
CCCc1c(C(=O)Nc2cc(C(C)(C)C)on2)cnn1-c1ccccc1	-13	-3%	5	3%	3%	25	-6%	-1%	2%	-4%	-7%
Cc1cc([N+](=O)[O-])ccc1NCc1ccco1	-13	2%	2	-2%	9%	0	14%	-10%	-8%	15%	0%
COc1ccccc1OCC(O)CNCc1ccc2c(c1)OCO2 (stereo unspecified)	3	0%	-1	1%	0%	7	-1%	2%	-2%	9%	-4%
CCCCC1=CC2=CC(=O)C(C)(OC(=O)CC)C(=O)C2=CN1CCN1CCOCC1 (stereo unspecified)	5	-8%	-5&-20	-3%	10%	10	-5%	-2%	-1%	-2%	6%
CN(C)CC/C=C1/c2ccccc2Sc2c(O)cc(Cl)cc21	-5	0%	-31*	0%	-17%	-12	0%	-5%	-9%	-2%	-5%
CCOC(=O)c1cc2c(=O)n3ccccc3nc2n(C(C)C)c1=NC(=O)c1c(-c2ccccc2Cl)noc1C	-9	2%	1	-7%	-4%	5	2%	-5%	2%	6%	-17%
CCC(C)(C)NC(=O)C(c1cccs1)N(C(=O)c1ccn[nH]1)c1cccc(OC)c1 (stereo unspecified)	-13	-12%	0	0%	-11%	2	17%	5%	0%	25%	-10%
CCOc1cccc2sc(N(CCCN(C)C)C(=O)c3ccc(S(=O)(=O)N(C)Cc4ccccc4)cc3)nc12	/	-5%	0	-1%	?	-5	-9%	3%	4%	-65%	-26%
CCCN(Cc1cc2cc(C)ccc2[nH]c1=O)S(C)(=O)=O	-10	0%	0	-6%	-1%	0	-2%	-3%	-1%	-25%	0%
O=C(NCc1ccccc1)N(Cc1nc2ccccc2c(=O)[nH]1)C1CCCC1	-15	-2%	1	0%	-5%	-3	6%	-3%	1%	18%	-7%
CC1CCCCN1S(=O)(=O)c1ccc(N(C(=O)c2cnccn2)C(C(=O)NC2CCCCC2)c2cccs2)cc1 (stereo unspecified)	7	1%	1	-3%	4%	-15	4%	0%	-1%	7%	1%
CCc1nnc(NC(=O)CSc2nnc(-c3ccc(OC)cc3)n2C)s1	6	-16%	5	-1%	14%	10	1%	-11%	-4%	?	1%

Three compounds already listed, ordered by the value under Rab9 prom act, largest number first.
SMILES	Rab9 prom act
CC1CCCCN1S(=O)(=O)c1ccc(N(C(=O)c2cnccn2)C(C(=O)NC2CCCCC2)c2cccs2)cc1 (stereo unspecified)	1%
CCCc1c(C(=O)Nc2cc(C(C)(C)C)on2)cnn1-c1ccccc1	-3%
CCOc1cccc2sc(N(CCCN(C)C)C(=O)c3ccc(S(=O)(=O)N(C)Cc4ccccc4)cc3)nc12	-5%

Quoted at random: two compounds from above, in no set order.
SMILES	KCNH2 3.1 block	Rab9 prom act	FBPA coupling cs	NPC1 prom act	Gal4-VP16 FLuc	Giardia killer	uPA surface inh	Tb PFK block	FLuc counter	RORgamma inh	ELG1 genotoxic
O=C(NCc1ccccc1)N(Cc1nc2ccccc2c(=O)[nH]1)C1CCCC1	-15	-2%	1	0%	-5%	-3	6%	-3%	1%	18%	-7%
CCc1nnc(NC(=O)CSc2nnc(-c3ccc(OC)cc3)n2C)s1	6	-16%	5	-1%	14%	10	1%	-11%	-4%	?	1%

Next section
SMILES	KCNH2 3.1 block	Rab9 prom act	FBPA coupling cs	NPC1 prom act	Gal4-VP16 FLuc	Giardia killer	uPA surface inh	Tb PFK block	FLuc counter	RORgamma inh	ELG1 genotoxic
CCCn1nc(NC(=O)CC(C)C)c2cc3ccccc3nc21	-14	-5%	0	-3%	-3%	-5	/	-4%	-1%	0%	1%
CCCCCCCN=CC1=C(O)CC(c2ccccc2)CC1=O (stereo unspecified)	7	2%	1	-9%	-13%	4	-1%	-1%	-3%	-3%	0%
Cc1ccc(C(=O)N2CCC3(CC2)Oc2ccc(Cl)cc2C(=O)C32CC(c3cccnc3)=NO2)s1 (stereo unspecified)	11	-2%	1	-2%	-7%	-3	-2%	0%	-3%	-1%	-3%
Cc1cc2ccccc2n1CCNC(=O)C(C)(C)C	5	-1%	2	1%	-4%	-3	-9%	0%	-10%	45%	6%
c1ccc(CCSc2nccn2-c2ccccc2)cc1	19	3.2µM*	-1	2.8µM*	-6%	4	14%	-2%	3.4µM*	10µM*	?
NNC(=O)c1cc(S(=O)(=O)N2CCOCC2)c[nH]1	3	-1%	/	0%	/	9	16%	-5%	-1%	/	-3%
O=C(O)c1ccc(N/N=C/c2cc3cc4c(cc3nc2Cl)OCCO4)cc1	-4	0.1µM*	0	0.28µM*	4µM*	-88*	0.89µM*	3%	0.024µM*	2.5µM*	1.2µM*
O=C(C1=C[C@@H](c2ccc(Br)cc2)C[C@@H](OCCCCO)O1)N1CCN(Cc2ccccc2)CC1	?	-4%	-2	-1%	-22%	-7	?	-12%	1%	-43%	-11%
CC(C)(C)OC(=O)N1C[C@H](O)C[C@H]1C(=O)OCC(=O)c1ccc([N+](=O)[O-])cc1	-21	-4%	/	0%	3%	-4	1%	-13%	3%	12%	-4%
COCCN(C/C=C/c1ccccc1)C/C=C/c1ccccc1	-79*	-1%	1	2%	-5%	10	1%	3%	1%	27%	-6%
COc1ccc([N+](=O)[O-])cc1NC(=O)CC(C)c1ccccc1 (stereo unspecified)	1	-1%	2	-3%	-7%	-6	-1%	-5%[0.46 µM]	7%	22%	-1%
CC1CN(C(=O)CN(C)S(=O)(=O)c2ccc3ccccc3c2)CC(C)O1 (stereo unspecified)	10	14%	-3	0%	-5%	10	1%	-5%	-2%	36%	0%
CCC(=O)c1c(CC)c2n3c1CC[C@H]3CCC2	11	1%	/	0%	/	-15	3%	-7%	3%	/	1%
Cc1onc(-c2ccccc2Cl)c1C(=O)NCc1ccc(N2CCCC2=O)cc1	0	-3%	4	0%	5%	1	3%	-5%	-1%	-20%	0%
COc1ccccc1/C=C\C=N\n1c(C2CCCCC2)n[nH]c1=S	-5	-6%	-1	1%	?	10	4%	-3%	-1%	2.2µM*	-6%

Printed as active in Rab9 prom act, among the entries above:
Compound | Rab9 prom act | NPC1 prom act | uPA surface inh | Tb PFK block | RORgamma inh
c1ccc(CCSc2nccn2-c2ccccc2)cc1 | 3.2µM* | 2.8µM* | 14% | -2% | 10µM*
O=C(O)c1ccc(N/N=C/c2cc3cc4c(cc3nc2Cl)OCCO4)cc1 | 0.1µM* | 0.28µM* | 0.89µM* | 3% | 2.5µM*

From PubChem BioAssay
